Bioassay records: PubChem, National Center for Advancing Translational Sciences (NCATS)
D1 agonist – Allosteric Agonists of the Human D1 Dopamine Receptor: qHTS. D(1A) dopamine receptor (Homo sapiens), P21728. HEK293 T-REx D1 cells, calcium flux, agonist mode. activation, % at 2 µM. hit rate 1% among 360,000; in the data active means activation above about 30%; further: 0% is about no effect
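Inducible HEK293 T-REx D1 cells, force-coupled to calcium signalling, were plated at 4000 cells/well with tetracycline and held overnight at 30 C. After no-wash calcium dye loading, compound-evoked calcium rise over 180 s flagged agonists.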
D2 potentiator – HTS Assay for Positive Allosteric Modulators of the Human D2 Dopamine Receptor: Primary Screen for Potentiators. HEK293 T-REx D2, calcium flux, EC20 dopamine potentiation. potentiation, % at 10 µM. hit rate 0.34% among 340,000;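 active means potentiation over 3 SD above the plate norm, cut at about 30% in these data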; further: 0% is about no effect
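Potentiation of an EC20 dopamine calcium response is measured in a force-coupled, tetracycline-inducible Hek293 Trex D2 line. Compound-only kinetic reads over 180 s flag agonists before dopamine addition.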
RXFP1 ag – qHTS Assay for Agonists of the Relaxin Receptor RXFP1 | HEK293T-RXFP1 cAMP TR-FRET, 30 min; response scale: percent of porcine relaxin response, buffer zero | AID 2676, 2010 | Potency, µM (titrated, usually from 57.5 µM), for inactives: top-dose activation, hits mostly activators | hit rate 0.3% among 370,000 | Relaxin receptor 1 (Homo sapiens), Q9HBX9; further: potency means the concentration at half of the fitted maximal effect; on the % scale 0 is the no-effect control and ±100 the full control effect; nearly all actives have a fitted effect of over 60% in size; many of its hits are not listed in these tables
Target sequence (Q9HBX9 whole entry, looked up): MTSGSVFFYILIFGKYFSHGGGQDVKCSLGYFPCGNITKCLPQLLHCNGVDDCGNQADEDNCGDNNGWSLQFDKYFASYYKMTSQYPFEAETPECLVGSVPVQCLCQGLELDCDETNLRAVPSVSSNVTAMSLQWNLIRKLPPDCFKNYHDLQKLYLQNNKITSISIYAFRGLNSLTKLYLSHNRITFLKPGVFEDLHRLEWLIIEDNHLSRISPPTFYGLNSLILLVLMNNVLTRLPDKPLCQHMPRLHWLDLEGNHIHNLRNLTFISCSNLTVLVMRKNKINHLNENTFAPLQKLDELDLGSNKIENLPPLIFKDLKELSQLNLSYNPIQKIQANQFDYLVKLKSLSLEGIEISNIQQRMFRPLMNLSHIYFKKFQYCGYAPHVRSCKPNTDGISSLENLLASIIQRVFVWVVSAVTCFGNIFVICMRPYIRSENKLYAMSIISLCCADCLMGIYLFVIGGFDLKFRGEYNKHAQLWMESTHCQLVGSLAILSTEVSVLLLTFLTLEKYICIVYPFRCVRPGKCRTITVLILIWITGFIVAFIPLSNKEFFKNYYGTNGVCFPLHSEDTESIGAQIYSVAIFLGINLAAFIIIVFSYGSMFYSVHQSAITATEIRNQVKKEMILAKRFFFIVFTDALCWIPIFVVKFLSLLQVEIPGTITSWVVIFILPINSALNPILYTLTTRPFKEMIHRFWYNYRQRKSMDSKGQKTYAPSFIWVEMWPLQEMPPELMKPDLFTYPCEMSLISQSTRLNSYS
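cAMP rise read by TR-FRET after 30 min, 37C compound exposure (up to 58 uM) in RXFP1-transfected HEK293 cells with Ro 20174 present. EC50 from Hill-equation fits, with 29 nM porcine relaxin as 100% and buffer as basal.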
TRHR PAM – qHTS for Small Molecule Agonists and Allosteric Enhancers of Human TRH Receptor: Primary Screen for Enhancers; hit rate 0.66% among 360,000; enhancement, % at 2 µM; Thyrotropin-releasing hormone receptor (Homo sapiens), P34981; TRHR cells, fluo-8 calcium fluorescence, EC20 TRH enhancement; in the data active means enhancement above about 30%; further: 0% is about no effect
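TRHR-expressing cells loaded with fluo-8 calcium dye were read kinetically (ex 480/em 530) during compound addition, then stimulated with an EC20 of TRH (10 nM final). Enhancement of the Gq-mediated intracellular calcium response was scored.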
TRHR ag – qHTS for Small Molecule Agonists and Allosteric Enhancers of Human TRH Receptor: Primary Screen for Agonists. Thyrotropin-releasing hormone receptor (Homo sapiens), P34981. TRHR cells, calcium flux fluo-8, FDSS agonist mode. activation, % at 2 µM. hit rate 0.18% among 360,000. AID 493084, 2011; in the data active means activation above about 30%; further: 0% is about no effect
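Agonist-mode FDSS calcium read (Ex 480/Em 530, 1 s cycles) in 1536-well TRHR cells with fluo-8 dye, after 10-cycle baseline and 23 nL compound addition; TRH at EC20 (10 nM final) added afterwards for the enhancer phase.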
D1 potentiator – Potentiators of Human D1 Dopamine Receptor: qHTS | HEK293 TREx D1 cells, calcium flux, dopamine EC20 potentiation | potentiation, % at 10 µM | hit rate 0.036% among 360,000 | AID 504651, 2011; in the data active means potentiation above about 30%; further: 0% is about no effect
Anesthetic bind – qHTS Assay for Identification of Novel General Anesthetics; apoferritin/1-aminoanthracene competitive binding, fluorescence; Potency, µM (series often up to 77.5 µM), inactives show top-dose activity change, negative = displacement, most hits filed as inhibitors; AID 485281, 2010; hit rate 0.074% among 350,000; further: potency means the concentration at half of the fitted maximal effect; on the % scale 0 is the no-effect control and ±100 the full control effect; nearly all actives have a fitted effect of over 20% in size
Target sequence (P02791 2-175 limits assumed): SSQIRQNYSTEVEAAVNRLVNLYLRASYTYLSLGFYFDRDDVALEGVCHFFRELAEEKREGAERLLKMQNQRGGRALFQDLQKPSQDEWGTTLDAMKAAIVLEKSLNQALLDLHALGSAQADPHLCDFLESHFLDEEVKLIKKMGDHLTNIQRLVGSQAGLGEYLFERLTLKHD
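In PBS, apoferritin at 10 uM is loaded with 1-AMA from a 50% saturated solution. After 10 min of compound exposure at ambient temperature, reduced 535 nm fluorescence indicates probe displacement.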
D1 antag – Antagonist of Human D 1 Dopamine Receptor: qHTS; activity change, negative = inhibition, % at 10 µM; D(1A) dopamine receptor (Homo sapiens), P21728; hit rate 3.2% among 360,000; HEK293 TREx D1 cells, calcium flux, dopamine EC80; active compounds read low; in the data active means activity change below about -30%; further: on the % scale 0 is the no-effect control and ±100 the full control effect
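After overnight tetracycline induction at 30 C, force-coupled D1 HEK293 cells took up a no-wash calcium dye at room temperature. Compounds were added and monitored 180 s, and the response to EC80 dopamine was then recorded.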
RXFP1 antagonist – qHTS Assay for Antagonists of the Relaxin Receptor RXFP1; HEK293-RXFP1, relaxin-stimulated cAMP HTRF, 30 min; active compounds read low; activity change, negative = inhibition, % at 57.5 µM; hit rate 0.59% among 350,000; AID 1259400, 2018;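 active means activity change of -60% or lower, but not beyond a set lower limit; inconclusive means change between -60% and -40%, or beyond the set limit; inactive means change above -40%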; further: on the % scale 0 is the no-effect control and ±100 the full control effect
An asterisk follows results filed as active; u = inconclusive; x = not tested or not shown; [ ] = dose if it differs, or a comment. Unless noted, the call rests on the fitted dose curve; in most records, active means well fitted curve in the direction sought with a large enough effect; inconclusive means small, poorly fitted or top-dose-only effect, or another doubt; inactive means no such curve, though single readings can be large; an effect the other way counts as inactive or inconclusive. The list is partial (hit frequency here may not be typical).

D1 agonist	D2 potentiator	RXFP1 ag	TRHR PAM	TRHR ag	D1 potentiator	Anesthetic bind	D1 antag	RXFP1 antagonist	Molecule
0	4	u	-4	0.5	-3	-8%	9	x	CCN(Cc1ccccc1)C(=O)c1cc2c(=O)[nH]c3ccc(C)cc3c2s1
5	3	0.6%	1	-0.1	5	-6%	-9	-1	S=C(NCC1CCCO1)N1CCN(c2cccc(Cl)c2)CC1 (stereo not given)
3	8	-0.2%	8	0.0	2	-11%	6	x	O=C(CC1(O)C(=O)Nc2ccccc21)c1ccccc1 (stereo not given)
22	8	0.4%	4	-0.3	8	x	41	0	O=C(c1cn(Cc2ccccc2)nc1-c1cccnc1)N1CCN(Cc2ccccc2)CC1
0	x	-1.1%	-4	-0.2	-4	5%	-5	8	CCN1CCCC1CNC(=O)c1cc2c(OC)cccc2[nH]1 (stereo not given)
26	14	-0.8%	-6	-0.5	-2	-5%	-30	x	O=C(Nc1ccc(Cl)cc1)Nc1ccc(Oc2cccnc2)nc1
1	13	6.5%	3	0.3	0	5%	-8	x	O=C(CSc1nc2c([nH]c3ccccc32)c(=O)n1-c1ccc(F)cc1)N1CCCc2ccccc21
4	3	2.3%	-1	0.1	-2	3%	0	-7	CCOc1ccccc1CNCc1c(C(=O)O)c(C)n(Cc2ccc(C)cc2)c1C
5	-8	-2.9%	-7	0.0	1	-5%	-21	-8	O=C(Cc1ccccc1)Nc1ccc2oc(=O)ccc2c1
0	-13	0.1%	3	1.1	1	-4%	6	-1	Cc1ccc(S(=O)(=O)N(C)C)cc1NC(=O)c1ccncc1
1	-2	-0.3%	-4	-0.4	-10	-3%	-13	-1	O=C(NCCc1ccncc1)Nc1ccc(F)cc1
1	1	-0.8%	-4	0.1	-7	1%	-24	-10	CC(Cc1cccnc1)NC(=O)c1ccccc1OC1CCN(S(C)(=O)=O)CC1 (stereo not given)
-3	-6	0.3%	-13	-1.7	-2	-2%	-34*	x	Cc1cccc(N2CCN(C(=O)C3CCN(S(=O)(=O)c4cccs4)CC3)CC2)c1C
1	-9	-1.1%	2	0.4	15	x	7	1	Cc1c(C(=O)NCc2ccccn2)oc2c(Cl)cccc12
1	x	0.1%	-4	0.1	-1	u	-3	4	Oc1ccccc1C(=S)N1CCCCC1
0	11	1.6%	-3	0.0	-4	-8%	-11	6	Cc1ccccc1NC(=S)NCCc1ccccn1
0	10	-0.1%	2	-0.2	5	-10%	3	-11	O=C1CC(c2ccco2)CC(O)=C1C=NCCN1CCN(C(=S)Nc2ccccc2)CC1 (stereo not given)
2	-4	1.0%	3	0.1	2	-6%	-1	-15	COc1ccc(OCC(=O)N2CCN(S(=O)(=O)c3ccc(Cl)cc3)CC2)cc1
4	-13	-0.7%	-1	0.2	-12	-10%	-1	-11	COc1ccc(CN2CCC(C(=O)c3cccc(Cl)c3)CC2)cc1
7	7	-0.1%	-3	-0.9	-2	-2%	-16	-1	Cc1sc2ncn(CCn3cnc4sc(C)c(C)c4c3=O)c(=O)c2c1C
2	-4	-0.1%	-1	-0.3	2	x	x	x	O=C1C=C(c2cccc(Br)c2)C[C@@H](c2ccc3c(c2)OCO3)C1
3	-12	1.1%	0	0.1	7	-6%	-12	-13	O=C(COc1cc(F)ccc1[N+](=O)[O-])Nc1ccc(N2CCOCC2)cc1
1	6	2.0%	25	0.6	-1	-8%	1	-1	Cc1cc(NC(=O)CSc2nnc(-c3cccnc3)n2C)no1
1	-4	-2.7%	1	-0.8	-8	-10%	-7	3	CCOc1ccc(S(=O)(=O)NCCC(=O)OCC(=O)N2CC(=O)Nc3ccccc32)cc1
19	2	17%	-6	6.4	-11	158%[activator]	8	0	CCc1ccc(/C=C2\Oc3c(ccc(O)c3CN3CCN(C)CC3)C2=O)cc1
7	-4	3.8%	-3	0.6	-4	-3%	3	2	Cc1ccc2cc(CN(CC(C)C)S(=O)(=O)c3ccccc3)c(=O)[nH]c2c1
2	5	-0.6%	-4	-1.3	1	-21%	-11	-1	CCCC(=O)N1c2ccc(-c3csc(N)n3)cc2CC1C (stereo not given)
1	14	1.2%	2	-0.9	-2	-6%	9	x	O=C(Nc1ccc(Cl)cc1C(F)(F)F)c1ccccc1
4	6	-0.7%	2	0.1	-5	-14%	-35*	-38	Cn1c(-c2cccc(Br)c2)cnc1NCc1ccccc1O
-1	28	16%	2	0.3	-2	-2%	-10	-9	CCc1ccc(Nc2ncnc3c2cnn3-c2cc(Cl)ccc2C)cc1
7	0	6.1%	-5	-0.6	-1	15%	-13	-20	Clc1ccc(-c2nnc(-c3ccccc3)c(-c3c[nH]c4ccccc34)n2)cc1
2	-4	1.9%	14	0.0	5	-15%	5	0	COc1ccccc1C(=O)n1nc(C)cc1C
2	7	1.1%	-17	0.7	-2	-1%	11	-5	CCc1nnc(SCc2ccc(CSc3nnc(CC)n3N)cc2)n1N
2	2	-0.3%	1	0.3	-3	-8%	10	-22	CCOC(=O)Cn1c(=O)oc2cc(S(=O)(=O)N3CCN(c4cccc(Cl)c4)CC3)ccc21
0	-1	1.3%	2	0.5	-4	83%[activator]	11	-3	Cc1cc(C)n(-c2nnc(C)n2/N=C/c2ccccc2O)n1
0	-3	-0.3%	4	-1.0	0	-13%	13	-1	Cc1ccc2nc(-c3cccnc3)c(NC3CCCCC3)n2c1
2	6	0.2%	-1	0.1	0	-1%	0	-7	Cc1c(NC(=O)C(C)OC(=O)COc2ccccc2)c(=O)n(-c2ccccc2)n1C (stereo not given)
1	x	5.9%	-5	0.0	9	46%[activator]	-5	-13	Cc1ccc(C(=O)Nc2ccc(NC(=O)c3ccc(C)o3)cc2)o1
2	-3	0.4%	-3	0.6	-2	0%	-3	-8	Oc1ccccc1-c1nc(NCc2ccco2)c2ccccc2n1
1	-1	0.3%	-8	0.3	1	-16%	-2	-19	CC1=Nc2ccccc2N=C(NC(=O)c2ccccc2)C1c1ccccc1 (stereo not given)
0	-2	-2.8%	-8	0.1	-2	-7%	-2	x	NC(=O)CSc1nnc(-c2ccncc2)n1-c1ccc(Cl)cc1
2	0	-0.9%	-1	-1.7	1	30%[activator]	-5	13	COc1ccc(C(c2nnnn2C(C)C)N2CCN(C(=O)c3ccco3)CC2)cc1 (stereo not given)
0	19	1.6%	-3	-0.2	-1	u	8	0	CCC/C(O)=C1\C(=O)CC(C)(C)CC1=Nc1ccc(OC)cc1OC
0	-6	0.0%	4	0.5	-5	-17%	-6	x	CC1CCCC(C)N1CCCNC(=O)c1ccc2nc(N3CCCCC3)sc2c1 (stereo not given)
11	18	-1.6%	2	0.8	-4	7%	7	-7	Cc1[nH]c2c(C)cccc2c1CC(=O)O
-2	5	-0.4%	2	-0.2	-4	-7%	x	-3	CC(=O)CSc1nc(N(C)C)nc(N(C)C)n1
10	11	0.6%	2	0.8	-3	5%	5	-4	O=C(Oc1ccc2c(=O)c(Oc3ccc4ccccc4c3)coc2c1)c1cncc(Br)c1
-1	-6	1.4%	0	0.3	-3	x	1	7	CCN(CC(=O)Nc1c(F)cccc1F)C(=O)C1CC(=O)N(CCc2ccccc2)C1 (stereo not given)
1	-13	14%	12	0.2	0	31%[activator]	-1	-21	Cn1c(=O)c2c(nc(CN3CCN(C(=O)c4ccco4)CC3)n2CC(N)=O)n(C)c1=O
1	3	2.7%	-5	-1.5	0	u	12	7	CCN(CC)S(=O)(=O)c1ccc(OC)c(NC(=S)Nc2cccc(C)c2C)c1
0	1	1.2%	3	0.8	4	-2%	13	-19	COc1ccccc1C(=O)NC(=O)CSc1cccc[n+]1[O-]
0	-3	2.0%	6	0.2	2	-14%	0	-6	CCOc1cccc(-c2nc3cc(C)ccc3o2)c1
46*	-25	2.5%	7	36*	-7	42%[activator]	0	-3	O=C(/C=C/c1cn(CC(O)CN2CCCCC2)c2ccccc12)c1cccs1 (stereo not given)
-1	x	1.2%	0	-0.7	-4	-20%	-9	-5	O=C(NCCOc1ccccc1-c1ccccc1)c1ccco1
5	-14	2.0%	-4	-0.9	-2	-11%	-8	-6	C=CCN(C(=O)c1cc(C)cc(C)c1)C1(C(=O)Nc2ccccc2)CCN(C(C)C)CC1
2	x	0.5%	6	-0.3	-1	-11%	3	x	CN(C)S(=O)(=O)c1ccc(C(=O)Nc2ccc(CCC(=O)N3CCCC3)cc2)cc1

By substructure, the entries above containing two or more sulfur atoms (four)
D1 agonist	D2 potentiator	RXFP1 ag	TRHR PAM	TRHR ag	D1 potentiator	Anesthetic bind	D1 antag	RXFP1 antagonist	Molecule
-3	-6	0.3%	-13	-1.7	-2	-2%	-34*	x	Cc1cccc(N2CCN(C(=O)C3CCN(S(=O)(=O)c4cccs4)CC3)CC2)c1C
7	7	-0.1%	-3	-0.9	-2	-2%	-16	-1	Cc1sc2ncn(CCn3cnc4sc(C)c(C)c4c3=O)c(=O)c2c1C
2	7	1.1%	-17	0.7	-2	-1%	11	-5	CCc1nnc(SCc2ccc(CSc3nnc(CC)n3N)cc2)n1N
1	3	2.7%	-5	-1.5	0	u	12	7	CCN(CC)S(=O)(=O)c1ccc(OC)c(NC(=S)Nc2cccc(C)c2C)c1

Further structures
D1 agonist	D2 potentiator	RXFP1 ag	TRHR PAM	TRHR ag	D1 potentiator	Anesthetic bind	D1 antag	RXFP1 antagonist	Molecule
4	3	0.6%	1	0.5	-2	-1%	-7	-8	O=C(O)c1cccc(Nc2ccc([N+](=O)[O-])c3nonc23)c1
0	-9	0.4%	-1	0.9	-3	3%	8	-13	O=C(Cn1c(=S)[nH]c2ccccc21)c1ccccc1
3	-4	1.6%	4	0.0	-4	-17%	-25	-3	Cc1ccccc1NC(=S)NCc1ccc2c(c1)OCO2
4	13	-0.2%	1	-0.5	0	-17%	-13	-4	COCCCN1C(=O)C(=O)/C(=C(/O)c2ccc(OC)cc2)C1c1ccc(O)c(OC)c1 (stereo not given)
2	2	1.9%	2	-0.1	2	-5%	-9	15	Cc1ccc2cc(S(=O)(=O)NCCC(=O)O)ccc2c1
1	x	1.2%	15	0.1	-8	x	-3	-5	Cc1ccc(CN(C)C(=O)CN2C(=O)NC3(CCCc4ccccc43)C2=O)c(C)c1 (stereo not given)
